Bioassay records from PubChem.
Tb hexokinase – Trypanosoma brucei hexokinase 1 inhibitors, primary screen, biochemical, G6PDH-coupled NADH absorbance, MLSCN library | hexokinase 1 [Trypanosoma brucei] | recombinant TbHK1, G6PDH-coupled NADH A340 | inhibition, % at 10 µM | 220,000 tested, 0.11% active | AID 1430, 2008;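 active = inhibition of 50% or more in the single-dose primary screen; inactive = inhibition below 50%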
Ba/F3 V617F tox – reduced viability of JAK2V617F-dependent Ba/F3 cells, primary screen, JAK2V617F inhibitor project, cell-based, Ba/F3 EpoR-JAK2V617F, luminescence | ATP luminescence | inhibition, % at 5.6 µM | 220,000 tested, 1.1% active;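 active = inhibition above the campaign mean plus 3 SD over all tested compounds, cut at about 24% in these data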;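 note: cytokine-independent growth of Ba/F3 cells driven by EpoR plus mutant JAK2; 0% = DMSO-treated cells and 100% = JAK inhibitor I control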
PPC-1+TRAIL kill – compounds killing PPC-1 cancer cells with TRAIL present, primary screen, TRAIL potentiator project, ATPLite luminescence, uHTS; AID 1443, 2008; cell killing (% activity), % at 4 µM; PPC-1 cells + TRAIL, ATPLite viability luminescence; 220,000 tested, 0.41% active;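 active = cell killing above 50% in the first pass at 4 µM, then a duplicate retest at 5 µM averaging 50% or more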;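 note: plate controls were cells with TRAIL plus DMSO for no effect and medium-only wells lacking cells for full effect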
p97 inhibitor – inhibitors of human p97 ATPase, primary screen, biochemical | 220,000 tested, 0.42% active | Transitional endoplasmic reticulum ATPase (Homo sapiens), P55072 | AID 1481, 2009 | recombinant p97 ATPase, Kinase-Glo ATP luminescence, 3 h | inhibition, % at 8 µM; in the data active = inhibition above about 15%;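 note: 0% = DMSO vehicle and 100% = wells lacking enzyme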
PGE2 EP2 inh – human EP2 receptor antagonists, primary screen, TR-FRET cAMP, C6 glioma cells | Prostaglandin E2 receptor EP2 subtype (Homo sapiens), P43116 | C6 glioma cells expressing human EP2; cells stimulated with saturating PGE2 | inhibition, % at 25 µM | 260,000 tested, 0.52% active;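 active = percent inhibition above 40 after rounding to a whole number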;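 note: rat C6 glioma host cells with rolipram phosphodiesterase inhibitor present; the protocol text gives 20 µM as final concentration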
Target sequence (P43116 whole entry, looked up): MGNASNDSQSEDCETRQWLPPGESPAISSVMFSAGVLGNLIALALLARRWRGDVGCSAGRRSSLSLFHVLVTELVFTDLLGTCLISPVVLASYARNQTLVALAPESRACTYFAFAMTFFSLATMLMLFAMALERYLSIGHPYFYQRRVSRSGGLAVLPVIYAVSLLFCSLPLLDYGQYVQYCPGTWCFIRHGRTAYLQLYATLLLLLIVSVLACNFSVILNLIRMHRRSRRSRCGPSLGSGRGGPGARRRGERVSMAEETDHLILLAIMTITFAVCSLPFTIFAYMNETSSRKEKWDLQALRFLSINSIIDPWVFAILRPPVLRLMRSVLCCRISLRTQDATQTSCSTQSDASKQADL
Furin inhibitor – human furin inhibitors, primary screen, biochemical, fluorescence intensity; P09958; purified furin, fluorogenic substrate cleavage; inhibition, % at 30 µM; 220,000 tested, 0.061% active; in the data active = inhibition above about 25%; note: inactives centre near -15
RBBP9 inh – human RBBP9 inhibitors, primary screen, biochemical, fluorescence polarization, FP-Rh probe, HTS; AID 1515, 2009; recombinant RBBP9; inhibition, % at 7.94 µM; Serine hydrolase RBBP9 (Homo sapiens), O75884; 220,000 tested, 0.2% active;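 active = inhibition above the campaign mean of all tested compounds plus 3 SD, cut at about 14% in these data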;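 note: plate controls were DMSO wells with RBBP9 for no effect and wells lacking RBBP9 protein for full effect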
Target sequence (O75884 whole entry, looked up): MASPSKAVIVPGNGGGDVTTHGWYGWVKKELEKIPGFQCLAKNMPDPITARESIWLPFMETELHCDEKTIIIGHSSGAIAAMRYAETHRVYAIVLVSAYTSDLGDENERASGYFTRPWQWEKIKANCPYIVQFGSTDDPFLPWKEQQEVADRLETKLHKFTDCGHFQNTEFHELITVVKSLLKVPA
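Test system – recombinant human RBBP9 · Input – RBBP9 2.5 µM in dispensing solution, pre-mixing · Medium – Tris buffer pH 8.0, NaCl, Pluronic · Schedule – preincubation 30 min plus labeling 45 min at 25 °C · Measured by – fluorescence polarization · Measure – % inhibition · Controls – DMSO and no-protein wells · Replicates – one well per compound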
BaF3 tox – parental Ba/F3 cell viability inhibition, counter-screen for JAK2V617F inhibitor project, murine pro-B, CellTiter-Glo luminescence; inhibition, % at 5.6 µM; 220,000 tested, 1.1% active; CellTiter-Glo ATP luminescence;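 active = inhibition above a per-campaign cutoff, the mean inhibition of all tested compounds plus 3 SD, cut at about 27% in these data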;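 note: 0% = DMSO wells and 100% = JAK Inhibitor I control wells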
NCF1 inh – p47phox/p22phox peptide binding inhibitors, primary screen, biochemical, uHTS, NADPH oxidase regulatory subunit; Neutrophil cytosol factor 1 (Homo sapiens), P14598; fluorescence polarization, 2 h; inhibition, % at 24.7 µM; 220,000 tested, 0.53% active; AID 1274, 2008;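 active = inhibition above about 30%, limit read from the data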;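 note: 0% = p47phox with labelled peptide and 100% = labelled peptide alone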
Target sequence (P14598 whole entry, looked up): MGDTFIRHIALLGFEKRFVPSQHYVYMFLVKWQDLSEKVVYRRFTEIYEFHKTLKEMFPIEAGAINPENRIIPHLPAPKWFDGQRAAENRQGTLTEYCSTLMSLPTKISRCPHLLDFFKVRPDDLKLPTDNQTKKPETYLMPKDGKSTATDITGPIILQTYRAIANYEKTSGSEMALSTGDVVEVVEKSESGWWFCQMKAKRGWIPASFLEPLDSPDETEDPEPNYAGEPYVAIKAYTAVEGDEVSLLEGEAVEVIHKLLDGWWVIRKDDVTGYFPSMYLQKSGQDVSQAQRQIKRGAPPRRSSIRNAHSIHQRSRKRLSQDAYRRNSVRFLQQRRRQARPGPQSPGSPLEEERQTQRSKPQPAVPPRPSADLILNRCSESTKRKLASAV
Active calls of the source: *; . = no result given; & = joins results of further samples; [ ] = remark or other dose.

The line under a structure holds: Tb hexokinase, Ba/F3 V617F tox, PPC-1+TRAIL kill, p97 inhibitor, PGE2 EP2 inh, Furin inhibitor, RBBP9 inh, BaF3 tox, NCF1 inh
> COc1ccccc1N1CCN(CC(=O)c2c(C)[nH]c3cc(C)ccc23)CC1
 : -3, -4, 4, 4, 8, -19, 4, 0, -14
> Nc1ccc2c(c1)Cc1cc([N+](=O)[O-])ccc1-2
 : -13, 3, 8, 0, 8, -26, -3, 17, 7
> CCOC(=O)C/C(N)=N/N(C)c1ncc(C(F)(F)F)cc1Cl
 : -7, 1, -7, 2, 11, -26, -6, 2, 1
> N/C(=N\OC(=O)c1ccc(Cl)c([N+](=O)[O-])c1)c1ccccn1
 : 2, 3, 17, -3, 6, -20, -5, 5, -12
> Cc1ccc(C(C)n2cc(C(=O)NCc3ccncc3)nn2)cc1 (stereo unspecified)
 : -2, -1, 1, -1, 12, -11[20 µM], -3, 3, -7
> CCOC(=O)C1CCCN(C(=O)c2ccc(Cn3c(=S)[nH]c4cc(C(=O)OC)ccc4c3=O)cc2)C1 (stereo unspecified)
 : -3, 1, 0, -2, 4, -14, -2, 4, 4
> CCCCOc1ccc(C(C)NC(=O)CCS(=O)(=O)Cc2ccccc2F)cc1 (stereo unspecified)
 : -1, -1, 30, 2, 8, -25, 7, 3, -4
> C=CCN1CC(O)=C(c2ccccc2)C1=N
 : 6, -4, 11, 6, 11, -15, 5, 2, -24
> COc1cccc(/C=C/C(=O)OCC(=O)NCc2ccco2)c1OC
 : -2, -1, 14, 0, -1, -10, -6, 4, -11
> CC(=C1C(=O)c2ccccc2C1=O)N1CCC(C(N)=O)(N2CCCCC2)CC1
 : -30, -1, -17, -1, -2, 3[20 µM], -2, 0, -19

Brought forward from above: two compounds; new compounds follow.
The line under a structure holds: Tb hexokinase, Ba/F3 V617F tox, PPC-1+TRAIL kill, p97 inhibitor, PGE2 EP2 inh, Furin inhibitor, RBBP9 inh, BaF3 tox, NCF1 inh
> COc1cccc(/C=C/C(=O)OCC(=O)NCc2ccco2)c1OC
 : -2, -1, 14, 0, -1, -10, -6, 4, -11
> CC(=C1C(=O)c2ccccc2C1=O)N1CCC(C(N)=O)(N2CCCCC2)CC1
 : -30, -1, -17, -1, -2, 3[20 µM], -2, 0, -19
> CCCn1c(SCC(=O)Nc2ccccc2Cl)n[nH]c1=O
 : -5, -2, -1, 3, 5, -31, 0, -6, -10
> NC(=O)[C@@H]1CCCN1Cc1nc(Cc2ccccc2F)no1
 : -9, -2, -9, 0, 4, -13, -4, 3, 9
> O=C(COc1ccc(Cl)cc1Cl)NCc1ccco1
 : -3, 0, -1, -2, 23, -8, -10, 3, 2
> COc1ccc(NC(=O)C(Cc2ccccc2)n2cccc2)cc1 (stereo unspecified)
 : 7, 0, 16, -1, 8, -20, -3, 5, -12
> O=C(Nc1ccc(Cl)cc1)N1CCCN(Cc2ccccc2F)C1
 : 2, 5, -10, 1, 10, -9[20 µM], -2, 7, 7
> O=C(COc1cccnc1[N+](=O)[O-])Nc1ccccc1Sc1ccccc1
 : 4, -3, 20, 1, 5, -22, -6, 2, -18
> CCOC(=O)c1ccc(N2C(=O)C(O)=C(C(C)=O)C2c2ccccn2)cc1 (stereo unspecified)
 : -24, 0, 1, 2, 13, -2, 0, 3, -9
> CCOC(CNC(=O)c1ccc2c(c1)nc(C)n2-c1cccc(F)c1)OCC
 : 3, -7, 17, -2, 2, -23[20 µM], -6, 4, 0
> COc1ccc(Br)cc1/C=N/NC(=O)CNC(=O)c1cccnc1
 : -26, -4, -16, 4, 4, -18, 7, 2, 2
> CC(=O)CSc1nc(N)c(C#N)c(-c2cccs2)c1C#N
 : -25, 1, 13, 2, 16, -16[20 µM], -1, 4, -8
> O=S(=O)(NCC1CCCO1)c1ccc2oc3ccc(S(=O)(=O)NCC4CCCO4)cc3c2c1 (stereo unspecified)
 : 2, 4, -10, -9, 22, -6[20 µM], -10, 7, -5
> Cc1nc2ccccc2cc1C(=O)N/N=C/c1cccs1
 : -30, 4, 25, -3, 5, 0, -1, 9, 14
> COc1ccccc1NCc1nnc(SCC(=O)N/N=C/c2ccco2)n1-c1ccc(Cl)cc1Cl
 : -3, 2, 3, -4, 19, -21[20 µM], -6, 2, 5
> Cn1c(=O)c2ncn(CC(=O)NCCC3=CCCCC3)c2n(C)c1=O
 : -4, -3, 1, 1, 11, -18[20 µM], -10, 2, 0
> O=C(Nc1sc2c(c1C(=O)O)CCC2)c1ccccc1
 : 1, 1, -6, 3, 15, -13[20 µM], 12, 7, -13
> O=C(CN1CCOCC1)NNC(=S)Nc1ccccc1
 : -7, -4, 17, 7, 7, -25, -8, 1, 2
> COc1ccc(C(C)=O)cc1COC(=O)c1cccc(N(C)C)c1
 : -3, -5, -3, 2, 10, -16, -1, 0, -5
> Cn1cccc1CC(=O)NNC(=S)NC(=O)c1ccccc1Br
 : 5, 1, 17, 5, 6, -38, -4, 10, -11
> CC(=O)Nc1cccc(C(=O)OC(C(=O)c2ccc(C)cc2)c2ccccc2)c1 (stereo unspecified)
 : -1, -3, 7, -7, 3, -24, -21, 1, -14
> CN(C(=O)NC(=O)C1=C(N2CCOCC2)/C(=C/c2ccccc2)CC1)S(C)(=O)=O
 : -19, -2, 16, 4, 5, 1, 4, 1, -19

Given as labelled records: entries from further up
COc1cccc(/C=C/C(=O)OCC(=O)NCc2ccco2)c1OC
  Tb hexokinase: -2; Ba/F3 V617F tox: -1; PPC-1+TRAIL kill: 14; p97 inhibitor: 0; PGE2 EP2 inh: -1; Furin inhibitor: -10; RBBP9 inh: -6; BaF3 tox: 4; NCF1 inh: -11

CCOC(=O)C/C(N)=N/N(C)c1ncc(C(F)(F)F)cc1Cl
  Tb hexokinase: -7; Ba/F3 V617F tox: 1; PPC-1+TRAIL kill: -7; p97 inhibitor: 2; PGE2 EP2 inh: 11; Furin inhibitor: -26; RBBP9 inh: -6; BaF3 tox: 2; NCF1 inh: 1

Cc1nc2ccccc2cc1C(=O)N/N=C/c1cccs1
  Tb hexokinase: -30; Ba/F3 V617F tox: 4; PPC-1+TRAIL kill: 25; p97 inhibitor: -3; PGE2 EP2 inh: 5; Furin inhibitor: 0; RBBP9 inh: -1; BaF3 tox: 9; NCF1 inh: 14

O=C(COc1ccc(Cl)cc1Cl)NCc1ccco1
  Tb hexokinase: -3; Ba/F3 V617F tox: 0; PPC-1+TRAIL kill: -1; p97 inhibitor: -2; PGE2 EP2 inh: 23; Furin inhibitor: -8; RBBP9 inh: -10; BaF3 tox: 3; NCF1 inh: 2

(listing goes on)
smiles	Tb hexokinase	Ba/F3 V617F tox	PPC-1+TRAIL kill	p97 inhibitor	PGE2 EP2 inh	Furin inhibitor	RBBP9 inh	BaF3 tox	NCF1 inh
COCCSc1nnc(NC(=O)Cc2cccs2)s1	6	-3	18	4	2&6	-19[20 µM]	1	4	-11
CCCc1nnc(SCC(=O)N2C(C)CCCC2C)n1CC1CCCO1 (stereo unspecified)	-1	-2	-15	4	10	6[20 µM]	2	4	5
COc1ccccc1C(=O)C1CCCN(C(=O)c2cc(CC(C)C)nc(C)n2)C1 (stereo unspecified)	-2	3	7	-2	2	1	-8	1	-5
N#Cc1ccc(CSc2nnc(-c3ccccn3)n2-c2ccccc2)cc1	4	-2	5	4	-2	18[20 µM]	-4	2	-9
FC(F)(F)c1nnc2sc(-c3ccncc3)nn12	0	2	0	1	8	-19	-5	0	-11
C1CCc2c(nc3nnnn3c2NCC2CC2)C1	-6	-3	2	3	7&2	-22	-8	-4	-5
CCCCC(=O)N1CCN(c2ccc(OC)cc2[N+](=O)[O-])CC1	33	-2	13	5	14	-9	2	2	-1
COc1ccc(-c2ccc(CCC(=O)O)n2NC(=O)c2cccs2)cc1	2	-1	14	4	10	-22[20 µM]	1	4	-14
O=C(COC(=O)c1cccc(NS(=O)(=O)c2ccc(F)c(F)c2)c1)NC(=O)NC1CCCC1	-2	1	16	-4	12	-13	2	6	-11
COc1ccc(C2(O)CCN(CC(=O)Nc3nc(-c4ccccc4)cs3)CC2)cc1	0	-1	2	6	6	-32	-6	9	-10
COc1ccc(CNc2nc3c(c(C(F)(F)F)n2)CCCCC3)cc1	0	-4	22	5	6	3	-4	3	-10
COC1=C/C(=C/c2c(N)n3c(nc2=O)sc2cc(S(C)(=O)=O)ccc23)C=CC1=O	-43	-2	6	11	16	-16	-5	-1	-74
O=C(C1CCN(c2nnc(-n3cccc3)s2)CC1)N1CCOCC1	-3	-4	8	-1	9	-18	-4	-4	1
COCCn1cnc2c1c(=O)n(CC(=O)c1ccc3c(c1)OCCO3)c(=O)n2Cc1ccccc1	-13	-2	-6	4	8	-19	6	3	-36
O=C(N/N=C/c1ccc2cccc(OCc3ccccc3)c2n1)c1ccc(Cl)cc1	0	2	16	-4	15	-13[20 µM]	-9	1	-7
O=C1Nc2ccc(F)cc2C12Nc1ccccc1-c1nnc(SCc3ccccc3F)nc1O2 (stereo unspecified)	-4	0	1	1	.	-18[20 µM]	-6	8	43*
CCOC(=O)c1c(C)c(C(=O)NCc2ccco2)c(C)n1C	-1	-1	20	2	7	-16	0	0	-3
Cc1cccc(C)c1NC(=O)Nc1cccs1	-2	-2	18	0	13	-28	-10	1	0
CC1=NN(Cc2ccccc2)C(=O)C1	-6	2	7	21*	5	-11	-2	5	-10
Fc1ccc(-c2nc(-c3cnccn3)no2)c(Cl)c1	7	2	49	-8	10	-11	-11	1	-7
O=C(CSc1nnc(COc2ccccc2)o1)N1CCN(c2ccccc2)CC1	1	-4	0	0	7	-20[20 µM]	-1	0	-21
C#CCOCCOCCOCCNc1nc(N2CCN(C(=O)[C@H](Cc3ccc(O)cc3)n3cc([C@@H](N)C(C)CC)nn3)CC2)nc(N2CCN(C(=O)[C@H](Cc3cc4ccccc4[nH]3)n3cc([C@@H](N)Cc4ccc(O)cc4)nn3)CC2)n1 (stereo partly specified)	11	.	10	.	.	4	.	.	33*
COCc1nnc(NS(=O)(=O)c2ccc([N+](=O)[O-])cc2)s1	-7	0	4	-4	6	-6[20 µM]	-9	3	-6
Cc1cc(OCC(=O)NCCCN(C)C)cc(C)c1Br	2	4	-4	-1	-4	-13	-7	5	-7
CCOC(=O)C(=CNNc1c(C)csc1C(=O)OC)C(=O)OCC	-13	0	12	-4	7	-15	-7	2	-1
COC(=O)c1sccc1NC(=S)N1CCC(C(N)=O)CC1	-7	2	15	1	8	-14	3	3	-1
CC(C)CCC(CCN1CCCC1)c1ccc2c(c1)OCO2 (stereo unspecified)	3	-2	14	-5	13	-10	-10	1	-11

Some of the compounds tested; count on the stated rates, not on these rows.
